From PubChem
mABHD4 FP – ABHD4 inhibitors, primary screen, biochemical, fluorescence polarization, mouse; inhibition, % at 8.92 µM; purified mABHD4, FP-Rh probe fluorescence polarization; hit rate 0.54% among 370,000; (Lyso)-N-acylphosphatidylethanolamine lipase (Mus musculus), Q8VD66; AID 720543, 2013;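 active = inhibition exceeding the mean over every tested compound plus 3 SD, cut at about 30% in these data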;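 also: 0% = plate median of compound wells and 100% = S159A mutant with DMSO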
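Doses – 8.92 µM, single dose · Material – wild-type mouse ABHD4 protein · Replication – single well per compound (singlicate) · Measure – percent inhibition of probe binding, normalized to plate controls · Schedule – 45 min compound pre-incubation plus 60 min probe step, 25 °C · Detection – fluorescence polarization with parallel and perpendicular emission, 525/598 nm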
PRMT1 FP inh – PRMT1 methyltransferase inhibitors, primary screen, biochemical, fluorescence polarization; Protein arginine N-methyltransferase 1 (Homo sapiens), Q99873; inhibition, % at 2.79 µM; recombinant PRMT1, activity-based probe fluorescence polarization; AID 652257, 2013; hit rate 1.3% among 370,000;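 active = inhibition above about 21% made by adding two undisclosed values, limit read from the data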
Target sequence (Q99873 whole entry, looked up): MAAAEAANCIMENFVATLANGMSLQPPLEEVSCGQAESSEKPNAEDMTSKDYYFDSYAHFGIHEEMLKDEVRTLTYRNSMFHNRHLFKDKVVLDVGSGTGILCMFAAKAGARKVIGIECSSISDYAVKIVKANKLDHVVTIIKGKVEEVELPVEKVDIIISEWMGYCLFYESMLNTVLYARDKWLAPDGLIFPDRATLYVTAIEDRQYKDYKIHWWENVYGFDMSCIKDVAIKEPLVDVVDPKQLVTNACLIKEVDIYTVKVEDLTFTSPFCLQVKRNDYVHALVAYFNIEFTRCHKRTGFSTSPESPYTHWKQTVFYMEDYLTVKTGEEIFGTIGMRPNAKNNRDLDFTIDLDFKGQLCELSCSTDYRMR
HTRA1 inh – HTRA1 serine protease inhibitors, primary screen, biochemical, fluorescence polarization, HTS; Q92743; recombinant HTRA1, FP-rhodamine activity-based probe; hit rate 0.5% among 340,000; inhibition, % at 5.96 µM; in the data active = inhibition above about 36%;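 also: 0% = enzyme with DMSO and 100% = wells lacking enzyme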
TDP2 absorb – human TDP2 enzyme inhibitors, primary screen, biochemical, epi absorbance, recombinant enzyme; Tyrosyl-DNA phosphodiesterase 2 (Homo sapiens), O95551; T5PNP hydrolysis, p-nitrophenol absorbance 415 nm; inhibition, % at 12.8 µM; hit rate 0.34% among 370,000; AID 720702, 2013;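 active = inhibition above the mean of all tested compounds plus 3 SD, set per campaign, cut at about 25% in these data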;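 also: 0% = DMSO with enzyme and 100% = buffer with substrate but no TDP2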
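test system = human TDP2 enzyme | input = TDP2 enzyme at 120 nM final | medium = 50 mM Tris-HCl pH 7.5 with Mg2+, KCl, DTT, BSA | also added = T5PNP substrate, 5 mM | times = 2 h at 37 °C | technique = epi absorbance | benchmarks = high control without enzyme, low control DMSO plus TDP2 | replication = each compound tested once, singlicate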
PG9 Ab binder – binders of HIV-1 gp120 antibody PG9, primary screen, biochemical, TR-FRET. HIV-1 gp120 / PG9 antibody interaction. TR-FRET gp120-PG9 antibody binding. inhibition, % at 6.7 µM. hit rate 0.43% among 360,000; in the data active = inhibition above about 8.5%
LEDGF integ inh – blockers of LEDGF/p75-dependent integrase strand transfer – biochemical, TR-FRET, high throughput, primary screen; AID 743269, 2014; HIV-1 integrase (with human LEDGF/p75); inhibition, % at 3.7 µM; hit rate 0.64% among 370,000; TR-FRET IN-LEDGF/p75 DNA integration, Eu/Cy5;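 active = inhibition above the screen-wide mean plus 3 SD, cut at about 13% in these data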;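 also: signal is the Cy5 over europium emission ratio at 671 and 618 nm; 0% = plate median of compound wells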
TCR CD3 inh – inhibitors of human TCR-CD3 interaction, primary screen, biochemical, fluorescence, TAMRA-labeled TCR probe. AID 651800, 2012. T-cell receptor (TCR). hit rate 0.37% among 360,000. inhibition, % at 9.4 µM; in the data active = inhibition above about 19%;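 also: recombinant mutant TCR 2C K166C tagged with TAMRA read by polarization; 0% = receptor in buffer alone and 100% = receptor with positive control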
Rev-erbA mod – modulators of Rev-erb alpha DNA binding, primary screen, biochemical, FITC-DNA, fluorescence polarization, uHTS; Rev-erbα–FITC-DNA binding, 90 min; activity, % at 10 µM; hit rate 0.79% among 370,000; AID 1259318, 2017;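 active = activity above about 14%, limit read from the data; passing the limit was not always enough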;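 also: 0% = DMSO wells with 35 nM protein and 100% = DMSO wells with 750 nM protein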
Target sequence (P20393 whole entry, looked up): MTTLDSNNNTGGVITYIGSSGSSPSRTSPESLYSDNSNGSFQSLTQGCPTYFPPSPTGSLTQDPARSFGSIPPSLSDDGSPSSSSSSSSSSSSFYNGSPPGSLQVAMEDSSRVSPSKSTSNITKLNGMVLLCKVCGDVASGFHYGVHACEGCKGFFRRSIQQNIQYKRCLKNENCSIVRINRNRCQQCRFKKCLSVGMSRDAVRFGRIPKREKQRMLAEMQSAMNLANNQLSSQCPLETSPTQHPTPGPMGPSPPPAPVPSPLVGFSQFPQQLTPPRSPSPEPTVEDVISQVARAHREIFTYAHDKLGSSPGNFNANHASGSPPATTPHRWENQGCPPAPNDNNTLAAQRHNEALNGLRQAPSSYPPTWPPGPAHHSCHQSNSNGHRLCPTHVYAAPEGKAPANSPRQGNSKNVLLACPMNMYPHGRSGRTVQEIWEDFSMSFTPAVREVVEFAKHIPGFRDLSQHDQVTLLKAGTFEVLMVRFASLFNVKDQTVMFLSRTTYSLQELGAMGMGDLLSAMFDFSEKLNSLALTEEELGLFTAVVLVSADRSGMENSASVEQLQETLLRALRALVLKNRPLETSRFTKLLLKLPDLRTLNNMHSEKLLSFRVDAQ
rCAG binder – binders of r(CAG) RNA repeats, primary screen, biochemical, fluorescence. hit rate 1.3% among 370,000. inhibition, % at 3 µM. r(CAG) RNA repeat, TO-PRO-1 dye displacement fluorescence;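 active = inhibition above the plate cutoff, the mean of all test compounds on that plate plus 3 SD, cut at about 35% in these data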;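 also: 0% = DMSO alone and 100% = 100 µM mitoxantrone as full dye displacement; higher means more dye released from RNA so lower well fluorescence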
SIAE primary – human SIAE inhibitors, primary screen, biochemical, fluorescence polarization, FP-Rh probe, 1536-well HTS; inhibition, % at 9.66 µM; Sialate O-acetylesterase (Homo sapiens), Q9HAT2; SIAE FP-Rh probe binding; AID 1053197, 2014; hit rate 0.69% among 370,000;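 active = inhibition above a cutoff: mean of compounds within the control limits plus 3 SD of those, cut at about 17% in these data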;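 also: 0% = plate median of compound wells and 100% = probe without SIAE protein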
Starred values were filed as active, the others as inactive; x = no result given; & = joins results of further samples.

SMILES	mABHD4 FP	PRMT1 FP inh	HTRA1 inh	TDP2 absorb	PG9 Ab binder	LEDGF integ inh	TCR CD3 inh	Rev-erbA mod	rCAG binder	SIAE primary
Cc1nc2sccn2c(=O)c1CCN1CCC(=C(c2ccc(F)cc2)c2ccc(F)cc2)CC1	-6	1	-30	-1	0.1	-2	5	5&-3	4	4
C[C@H]1CN([C@@H](C)CO)C(=O)CCCn2nncc2CO[C@@H]1CN(C)S(=O)(=O)c1ccccc1	0	2	6	7	0.1	-4	-3	0	2	0
O=C(Cn1c(COc2ccc(Cl)cc2)nc2ccccc21)NCC(F)(F)F	4	0	1	5	0.8	-3	3	-2	-1	-4
C=CCN1C(=O)N(Cc2ccccc2)c2ccccc2S1(=O)=O	4	1	x	3	-0.3	-3	-3	-4	-1	5
CCCCOC(=O)Nc1ccc(C)c(Cl)c1	-2	1	-16	1	-0.7	3	8	3	-4	-5
CCCc1nc2n[nH]c(N)c2c2c1CCCC2	5	-3	-1	-1	-1.5	-2	-1	-1	-2	5
COc1ccc2c(c1)Sc1ccc(Cl)cc1N2	34*	12	x	-7	x	-1	x	-1	x	2
CC1=C(C)CC(C(=O)Nc2cccc([N+](=O)[O-])c2)C(C(=O)O)C1 (configuration not stated)	0	2	5	3	-1.9	1	4	-2	1	-5
O=C(NCc1ccccc1)c1cc(C2COCCN2S(=O)(=O)c2cccs2)on1 (configuration not stated)	-1	7	x	-5	-0.3	-7	-7	-6	0	0
Cc1cc2nnc(SC3CCCCN(C(=O)c4ccc(F)cc4)C3=O)n2c2ccccc12 (configuration not stated)	-3	-1	-6	-18	1.0	0	-9	2	4	-5
O=S(=O)(c1ccccc1)N1CCN(C(=S)Nc2ccccc2Cl)CC1	-3	-3	-8	20	0.6	1	4	3	2	4
COc1ccc(C(=O)Nn2c(C)nc3ccccc3c2=O)cc1Br	0	-2	-4	-10	-1.4	-2	-1	4	1	6
O=c1cc(CSc2nc3ccccc3c(=O)[nH]2)c2ccc(O)cc2o1	20	1	-15	-7	-0.5	-4	8	-2	26	-17
Cc1cccc(NC(=O)c2cccc(Cn3cc(Br)c([N+](=O)[O-])n3)c2)c1C	0	-2	-6	8	-1.3	-3	4	0	-2	-1
COc1ccc(C(=O)OC(C)CN2CCOCC2)cc1OC (configuration not stated)	7	4	1	10	0.5	4	-3	-5	-1	2
CCC(=O)Nc1cccc(C2=NOC3(C2)C[C@@H](C(N)=O)N(C(=O)c2cc([N+](=O)[O-])cc([N+](=O)[O-])c2C)C3)c1 (some centres not stated)	-6	-1	-4	-16	-0.7	2	1	3	5	-3
Cc1cc(-c2ccc(Cl)cc2)oc(=O)c1NC(=O)c1ccccc1	-2	-2	-7	5	2.1	-1	1	10	0	4
CSc1nc2ccccc2nc1N(C)S(=O)(=O)c1ccc(C)cc1	6	7	-17	7	2.2	-1	-9	17	-2	2
CCCC12CN3CCN(CC(C3)/C1=N\NC(=O)c1ccc(F)cc1)C2	0	-3	-2	4	-1.7	-1	2	-1	0	7
COc1cc(S(=O)(=O)N(C)C)ccc1Br	4	-1	-5	10	1.8	2	0	0	-3	1
Cc1ncc2c(n1)NC(=O)NC2	-2	-3	-6	7	0.4	-2	-1	-6	0	3
O=C(NC1CCCCC1)c1cccc(NC(=O)c2ccccc2Cl)c1	-5	-3	-10	-11	0.2	2	3	-3	2	-2
CSc1ccc(C#N)cc1NC(=O)c1cccc(Cl)c1	-9	1	-17	3	-1.9	0	2	0	2	-8
CCOc1ccc(S(=O)(=O)NCCC(=O)N2CCCC(C)C2)cc1 (configuration not stated)	4	2	-5	0	0.4	-2	0	-8	-7	-7
Cc1ccc(CNC(=O)CCCC(=O)Nc2cc(C)on2)cc1	-4	0	2	-3	-2.5	0	4	-4	-3	-2
Next part
SMILES	mABHD4 FP	PRMT1 FP inh	HTRA1 inh	TDP2 absorb	PG9 Ab binder	LEDGF integ inh	TCR CD3 inh	Rev-erbA mod	rCAG binder	SIAE primary
COc1ccc(NC(=O)C2CCN(c3ncnc4c3nc3n4CCCCC3)CC2)c(OC)c1	2	5	-5	-1	-0.4	0	-3	-3	-6	3
O=C(COC(=O)CNC(=O)c1ccccc1F)NCCNC(=O)COC(=O)CNC(=O)c1ccccc1F	-7	-3	4	-8	-5.0	5	1	2	2	-12
COC(=O)c1c(NC(=O)C(=O)NCCCN2CCOCC2)sc2c1CCC2	10	0	5	-3	1.4	-7	7	-3	3	1
CCOC(=O)C1(Cc2cccc(OC)c2)CCCN(Cc2nccn2CC)C1 (configuration not stated)	-3	4	-6	0	1.6	-3	-2	3	-13	8
CC(=O)Nc1ccc(NC(=O)CC2SC(=O)N(CC(=O)c3ccccc3)C2=O)cc1 (configuration not stated)	-1	29*	-1	11	-1.7	-2	6	5	5	0
CC(C)CN(C(=O)COC(=O)Cc1c[nH]c2ccccc12)C1CCS(=O)(=O)C1 (configuration not stated)	6	1	4	0	0.4	1	-1	-5	8	-3
CCCCC[C@@H]1C=C(C(=O)O)[C@H](c2ccc(OC)c(OC)c2)N1S(=O)(=O)c1ccc(C)cc1	4	0	-4	-4	-1.0	2	-2	-1	50*	1
Nc1[nH]c(C(=O)c2ccccc2)c(-c2cccc3ccccc23)c1C(=O)NCc1ccc(Cl)cc1Cl	1	-1	x	-2	-1.1	1	3	-1	10	5
Cc1ccc(C(=O)N2CCN(c3ncccn3)CC2)o1	0	-1	3	0	0.0	-1	5	4	0	4
CCCn1c(=N)c(S(=O)(=O)c2ccccc2)cc2c(=O)n3ccccc3nc21	-7	1	-5	7	-1.1	3	12	-3	-2	3
OC[C@H]1O[C@@H](n2cnc3c(NCc4ccco4)ncnc32)[C@H](O)[C@@H]1O	2	2	-2	8	0.7	4	7	2	2	1
CCc1nc2ccc(C(=O)NC3CCN(Cc4ccccc4)CC3)cn2c1N(C)Cc1cc2ccccc2s1	9	1	x	-2	-0.4	1	4	0	6	1
O=C(C1CCC(=O)N(C2CC2)C1)N1CCN(c2ccccc2Cl)CC1 (configuration not stated)	7	3	5	-6	1.0	1	1	-1	-3	0
NNC(=O)C1=NOC(CNc2ncc(C(F)(F)F)cc2Cl)C1 (configuration not stated)	3	-3	-6	-2	0.6	2	-7	7	1	2
Cc1[nH]c(SCC(=O)c2c(N)n(C)c(=O)n(C)c2=O)nc1Cc1ccccc1	4	1	-2	3	-3.1	2	6	3	4	7
Cc1ccc(C23CC4CC(CC(C(=O)N(C)C)(C4)C2)C3)cc1	-4	1	-2	6	0.4	0	-2	-10	1	-5
CCOC(=O)N1CCN(C(=O)C2CCN(CC3CCCCC3)CC2)CC1	14	2	0	0	-2.9	4	2	0	0	1
S=C(NCCCc1ccccc1)Nc1ccc(Br)cc1	-24	-1	-20	6	-2.8	-3	-3	-7	2	-1
CCn1c(-c2ccccc2)c(C(=O)O)c2ccccc21	4	-2	-2	1	-1.1	0	4	2	3	-1
Cc1ccc2nc(NC(=O)CN3C(=O)C4CC=CCC4C3=O)sc2c1 (configuration not stated)	-5	4	3	0	0.3	2	0	-4	1	2
Cc1ccc(Nc2nc(-c3ccc(F)cc3)cs2)nc1	7	4	-7	-11	1.4	-5	1	-1	8	-5
O=C(Nc1ccc2ccccc2c1)c1ccc(Cl)cc1Cl	-6	-1	-7	8	-0.2	3	-5	5	3	-1
Cc1ccccc1-c1ncc(CN2CCN(C3CCCCC3)C(CCO)C2)cn1 (configuration not stated)	2	4	-3	-3	0.8	-3	-3	-12	-1	7
O=C(CSc1nnnn1-c1ccccc1)NCC1(N2CCOCC2)CCCCC1	6	-1	-2	-5	-1.4	4	5	-1	-1	-8
CCOc1ccc(N=C2NC(=O)C(CC(=O)O)S2)cc1 (configuration not stated)	-6	3	2	1	1.0	-1	0	3	5	0
The listing continues:
SMILES	mABHD4 FP	PRMT1 FP inh	HTRA1 inh	TDP2 absorb	PG9 Ab binder	LEDGF integ inh	TCR CD3 inh	Rev-erbA mod	rCAG binder	SIAE primary
CN(CCc1ccccn1)C(=S)Nc1cccc(S(=O)(=O)N(C)C)c1	3	1	-1	2	-0.9	-4	0	-2	-2	1
CCSc1ccc([C@@H]2[C@@H]3C(=O)N(C)C(=O)[C@@H]3[C@]3(C(=O)OC)CCCCN23)cc1	-3	-1	-2	-7	-1.8	0	2	2	-7	-1
COC(=O)[C@]12C[C@H](CC(=O)NCC34CC5CC(CC(C5)C3)C4)C(=O)N(CCC3=CCCCC3)C1=C[C@H](C1CCCC1)O[C@@H]2C	4	2	x	0	x	-1	x	4	12	1
COc1ccccc1C(=O)COC(=O)C1CCN(S(=O)(=O)c2ccccc2)CC1	-2	0	-6	3	-0.4	1	-2	2	1	1
CCCC(=O)N1CCC[C@]2(CC[C@H](CCC(=O)OCC)O2)C1	-4	2	x	-2	x	0	x	-3	2	-1
C/C(=N\NC(=O)COc1ccc(C)cc1[N+](=O)[O-])c1ccc2c(c1)OCCO2	-3	2	0	5	-1.4	-1	-2	-1	0	-4
O=C(c1ccc(Cl)c(S(=O)(=O)N2CCOCC2)c1)N1CCCCC1	-2	-8	0	-9	-2.9	5	1	-1	-3	-2
Cc1cc(O)c(C(=O)/C=C/c2c(F)c(F)c(F)c(F)c2F)c(=O)o1	-15	6	-7	-8	-0.2	0	-11	-4	33	-3
Cc1sc2nc(-c3ccco3)oc(=O)c2c1C	-5	3	-31	2	3.6	0	-6	3	1	-6
COc1cc(C(=S)N2CCOCC2)cc(OC)c1OC(=O)c1cccc(C)c1	-6	-1	-2	-3	0.5	2	4	0	-2	0
COCCSc1ccccc1C(=O)N1CCN(c2ccccc2OC)CC1	10	4	-1	-6	-0.7	-7	-1	0	-5	-4
Clc1ccc(CSc2nnc(-c3cccnc3)o2)cc1	2	2	-10	8	0.1	-1	6	0	-4	2
Cc1n(Cc2ccccc2)c2cc([N+](=O)[O-])ccc2[n+]1Cc1ccccc1	-1	3	4	2	0.0	2	1	-3	6	-3
C=Cn1cc[n+](CC(=O)c2cc(C(C)(C)C)c(O)c(C(C)(C)C)c2)c1	2	7	2	-6	-1.8	-1	-6	5	2	1
COCCN(C(=O)c1ccc(NC2CC2)c([N+](=O)[O-])c1)c1c(N)n(CC(C)C)c(=O)[nH]c1=O	-2	-2	4	3	-1.2	1	5	9	3	-4
COc1ccc2cc(Br)ccc2c1CC(=O)N(C)C	-10	2	-15	9	-0.1	-4	0	1	-4	-4

These rows are one share of the data, so the mix of outcomes need not match the whole.
